GoLoco inh red: blocks human Gai1 binding to RGS12 GoLoco peptide, red readout | actives 0.44% (n = 230,000) | P63096 | AID 880 | Potency, µM (titrated, usually from 61.6 µM), without a hit: top-dose activity, negative = inhibition, actives largely listed as inhibitors | Gai1:RGS12 GoLoco peptide FP, rhodamine, 10 min; active = well fitted inhibition curve with a large enough effect, not every such curve was filed as active; inactive = no such curve, though single readings can be large or run the other way; note: % is set by controls: 0 for no effect and ±100 for the full control effect; nearly all actives have a fitted effect of over 30% in size; many of its hits are not listed in these tables
Target sequence (P63096 whole entry, looked up): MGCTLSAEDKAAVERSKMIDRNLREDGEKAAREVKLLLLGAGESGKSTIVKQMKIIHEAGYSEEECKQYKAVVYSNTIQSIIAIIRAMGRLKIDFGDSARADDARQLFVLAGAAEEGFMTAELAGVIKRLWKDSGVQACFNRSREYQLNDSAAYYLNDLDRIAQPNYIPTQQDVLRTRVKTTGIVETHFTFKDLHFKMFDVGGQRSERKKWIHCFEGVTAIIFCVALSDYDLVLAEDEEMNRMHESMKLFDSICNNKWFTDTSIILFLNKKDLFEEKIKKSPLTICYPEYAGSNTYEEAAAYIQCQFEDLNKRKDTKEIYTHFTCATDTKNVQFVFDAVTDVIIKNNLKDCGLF
RECQ1 helicase: blocks DNA unwinding by human RECQ1; Potency, µM (titrated, usually from 57.3 µM), for inactives: at the highest dose activity, negative = inhibition, actives largely listed as inhibitors; actives 0.54% (n = 240,000); RECQ1 DNA unwinding, red fluorescence kinetic read;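 note: plate controls were vehicle for no effect and no enzyme for full effect; nearly all actives have a fitted effect of over 30% in size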
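RECQ1T1 50 nM; forked duplex (20 bp + 30-nt ss tails) 200 nM, ATP 2 mM final; pH 8.0, 2 mM MgCl2, 2.5 ug/ml poly(dI-dC); 15 min compound preincubation; discontinuous kinetic read over 2 h at RT.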
Epigenetic derep: epigenetic control regulation, reporter derepression | murine LDR cells, GFP reporter derepression, 30 h | Potency, µM (doses to about 53.9 µM), for inactives: top-dose GFP activation, usual class: activators | actives 0.2% (n = 280,000) | AID 1865; note: % of control where 0% means no effect; nearly all actives have a fitted effect of over 60% in size
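GFP-positive cell count by laser-scanning cytometry (objects 20–120 um) after 30 h, 37 C compound exposure of murine LDR cells; reporter is CMV-GFP integrated at a silenced locus, inducible by HDAC or DNMT inhibitors.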
KinaseGlo FLuc: counter-screen: inhibitors of Kinase-Glo firefly luciferase. Q27757. Kinase-Glo luciferase, ATP luminescence, 8 min. Potency, µM (top dose mostly 38.3 µM), without a hit: at the highest dose activity change, negative = inhibition, most hits filed as inhibitors. actives 0.28% (n = 200,000). AID 1379; note: % is set by controls: 0 for no effect and ±100 for the full control effect; nearly all actives have a fitted effect of over 60% in size
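Substrate mix (final 50 mM imidazole pH 7.2, 50 mM KCl, 7 mM MgCl2, 10 uM ATP, 0.01% Tween 20, 0.05% BSA) plus pin-tool compound, then Kinase-Glo detection mix; 8 min ambient, luminescence read.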
IMPase Li inh: cell-permeable IMPase inhibitors with lithium potentiation; CHO-M1 cells, IP1 TR-FRET (IP-One), carbachol + lithium; AID 1457; Potency, µM (highest dose often 59.4 µM), without a hit: at the highest dose activity, negative = IMPase inhibition, usual class: inhibitors; actives 0.35% (n = 210,000);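 note: IP1 builds up when IMPase is blocked and the TR-FRET signal falls; plate controls were basal vehicle for no effect and high inhibitor control for full effect; nearly all actives have a fitted effect of over 50% in size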
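Readout is a homogeneous TR-FRET IP1 immunoassay (Ex 320, Em 665 and 620), where raised cytosolic IP1 lowers signal. Cells were CHO-M1 treated 30 min at 37C with test compounds plus a little lithium; AC50 values came from Hill-equation fitting.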
NPSR antag: blocks cAMP signaling of the human neuropeptide S receptor; Q6W5P4; CHO-NPSR cells, cAMP TR-FRET, antagonist mode; Potency, µM (titrated, usually from 38.3 µM), for inactives: at the top dose activity change, negative = inhibition, most hits filed as inhibitors; actives 1% (n = 220,000); note: % is set by controls: 0 for no effect and ±100 for the full control effect; nearly all actives have a fitted effect of over 50% in size; many of its hits are not listed in these tables
Target sequence (Q6W5P4 whole entry, looked up): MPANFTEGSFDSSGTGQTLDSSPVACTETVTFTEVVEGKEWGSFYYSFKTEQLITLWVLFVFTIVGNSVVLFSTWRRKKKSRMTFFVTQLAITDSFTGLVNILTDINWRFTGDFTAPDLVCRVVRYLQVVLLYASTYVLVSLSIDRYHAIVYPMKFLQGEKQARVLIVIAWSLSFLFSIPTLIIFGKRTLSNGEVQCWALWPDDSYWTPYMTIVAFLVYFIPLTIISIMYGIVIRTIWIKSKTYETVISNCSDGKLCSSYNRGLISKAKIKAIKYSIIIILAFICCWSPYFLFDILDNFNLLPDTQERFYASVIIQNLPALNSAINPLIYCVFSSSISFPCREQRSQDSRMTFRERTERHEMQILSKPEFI
SMN2 splice up: increases expression of the SMN2 splice variant | HEK293 SMN2-luciferase splicing reporter, luminescence, 30-36 h | Potency, µM (top dose mostly 46.1 µM), for the others: at the top dose activity change, positive = activation, actives largely listed as activators | actives 2.8% (n = 210,000) | AID 1458; note: % of control where 0% means no effect; nearly all actives have a fitted effect of over 55% in size
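qHTS luciferase splicing reporter: luminescence rises when SMN2 exon 7 is included in transfected HEK293 cells. Compound exposure lasted 30-36 h at 37C, with 4.5 mM final sodium butyrate as control, followed by a ONE-Glo read.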
KDM4E inh: blocks human JMJD2E demethylase activity; B2RXH2; JMJD2E catalytic domain, FDH-coupled NADH fluorescence (FDH is formaldehyde dehydrogenase); actives 1.6% (n = 230,000); AID 2147; Potency, µM (top dose mostly 57.1 µM), for the others: top-dose activity change, negative = inhibition, hits mostly inhibitors; active = well fitted inhibition curve with a large enough effect, not every such curve was filed as active; inconclusive = small, poorly fitted or top-dose-only effect, or another doubt; inactive = no such curve, though single readings can be large or run the other way;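 note: 0% = wells with enzyme and -100% = buffer wells without enzyme; nearly all actives have a fitted effect of over 50% in size; many of its hits are not listed in these tables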
Target sequence (B2RXH2 1-337 limits assumed): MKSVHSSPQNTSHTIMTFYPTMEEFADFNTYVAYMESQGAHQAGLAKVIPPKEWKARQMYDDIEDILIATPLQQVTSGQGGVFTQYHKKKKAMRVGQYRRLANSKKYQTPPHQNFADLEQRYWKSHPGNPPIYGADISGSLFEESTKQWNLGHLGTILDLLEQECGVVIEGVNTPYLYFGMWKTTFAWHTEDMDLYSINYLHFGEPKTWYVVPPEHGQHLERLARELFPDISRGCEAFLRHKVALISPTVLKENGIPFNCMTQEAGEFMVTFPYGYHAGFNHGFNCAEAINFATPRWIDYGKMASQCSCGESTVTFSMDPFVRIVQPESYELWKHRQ
Numbers without * were called inactive; i = inactive; ? = inconclusive; · = no result given; & = joins results of further samples; [ ] = another dose, or the depositor's remark. Unless noted, calls come from the whole dose curve; as a rule, active = well fitted curve in the direction sought with a large enough effect; inconclusive = small, poorly fitted or top-dose-only effect, or another doubt; inactive = no such curve, though single readings can be large; an effect the other way counts as inactive or inconclusive. Potency is the fitted concentration of half-maximal effect. Not all compounds are listed; count on the stated rates, not on these rows.

no.	mol	GoLoco inh red	RECQ1 helicase	Epigenetic derep	KinaseGlo FLuc	IMPase Li inh	NPSR antag	SMN2 splice up	KDM4E inh
1	COc1ccc([N+](=O)[O-])cc1N(CC(=O)N1CCOCC1)S(C)(=O)=O	-3%	6%	1.1%	-5%	-2%	12%	8%	3%
2	CCc1c(C)sc(NC(=O)/C=C/c2ccc3c(c2)OCO3)c1C(=O)OC	6%	1%	1.5%	0%	-1%	-10%[46.1 µM]	-24%	11%
3	CCC1SC(N)=NC1=O (stereo not given)	-6%	i	-0.9%	1%	19%[38.3 µM]	2%[46.1 µM]	28%	5%
4	CCN(c1ccccc1)S(=O)(=O)c1ccc(Cl)c(NC(=O)CSc2n[nH]c(N)n2)c1	-3%	-9%	0.0%	6%	-7%	6%	-24%	-29%
5	CC1(C)CC(=O)C(C2C3=C(CC(C)(C)CC3=O)Oc3ccccc32)=C(O)C1 (stereo not given)	-2%	7%	5.6%	-2%	1%[38.3 µM]	-13%[46.1 µM]	7%	-9%
6	CCC1N=C(SC)NC(C)=C1C(=O)c1ccccc1 (stereo not given)	-4%	-5%	3.5%	0%	0%	7%	-47%[inhibitor]	-14%
7	COc1ccc2nc(NC(=O)CCc3cc(OC)c(OC)c(OC)c3)sc2c1	11%	-11%	-0.2%	6%	-7%	-17%	-13%	-9%
8	CC(Cc1ccccc1)NC(=O)c1ccc([N+](=O)[O-])cc1 (stereo not given)	11%	-11%	-1.0%	0%	13%	10%	14µM*	4%
9	Cc1[nH]n(-c2cccc(Cl)c2)c(=O)c1C=NCc1ccco1	10%	i	-0.2%	-2%	4%	-21%	13µM*	-4%
10	O=C1c2ccccc2CN1CCNS(=O)(=O)c1ccc2ccccc2c1	6%	i	-2.3%	-3%	-4%[38.3 µM]	-7%[46.1 µM]	-16%	5%
11	CC(C)(C)Nc1c(-c2cccs2)nc2ccccn12	6%	-14%	-0.1%	4%	4%	5%	·	8%
12	C/C(=N\Nc1nnc(C)c(=O)[nH]1)C(=O)O	-10%	-19%	1.1%	2%	-14%[38.3 µM]	-3%[46.1 µM]	-1%	-3%
13	Cc1cc(OCC(=O)N2CCOCC2)c(C(C)C)cc1Cl	3%	8%	1.8%	0%	20%[38.3 µM]	16%[46.1 µM]	-30%[inhibitor]	3%
14	Fc1ccc(COc2cccc(CNCc3ccncc3)c2)cc1	1%	i	0.0%	-2%	14%	5%	-46%[inhibitor]	-10%
15	COc1ccc2c(C)cc(N3CCOCC3)nc2c1	-5%	-19%	-1.2%	-1%	-6%[38.3 µM]	-3%[46.1 µM]	13%	?
16	CCOC(=O)C(CC)Sc1cc(C)nc2ccc(OC)cc12 (stereo not given)	12%	-2%	-0.2%	-1%	4%	-39%	23%	-2%
17	O=C(CC1Sc2ncnn2C1=O)Nc1ccc(Br)cc1 (stereo not given)	-8%	i	-0.8%	1%	23%[38.3 µM]	-19%[46.1 µM]	1%	2.2µM*
18	Cn1c(=O)cc(SCC(=O)N2CCN(C(=O)c3ccco3)CC2)c2ccccc21	-3%	-8%	-0.9%	-1%	11%[38.3 µM]	-25%[46.1 µM]	?	?
19	CC1=C(C#N)C(NC(=O)c2ccccc2Cl)(C(F)(F)F)C(=O)N1 (stereo not given)	-1%	0%	-1.0%&0.0%	3%	-3%	16%	2%	2%
20	Cc1ccc(C(=O)N2CCN(CCNC(=O)C(=O)NC(C)C)CC2)cc1	2%	i	-5.0%	0%	-2%	6%	8%	-6%

Not a retest: entries from further up.
no.	mol	GoLoco inh red	RECQ1 helicase	Epigenetic derep	KinaseGlo FLuc	IMPase Li inh	NPSR antag	SMN2 splice up	KDM4E inh
12	C/C(=N\Nc1nnc(C)c(=O)[nH]1)C(=O)O	-10%	-19%	1.1%	2%	-14%[38.3 µM]	-3%[46.1 µM]	-1%	-3%
13	Cc1cc(OCC(=O)N2CCOCC2)c(C(C)C)cc1Cl	3%	8%	1.8%	0%	20%[38.3 µM]	16%[46.1 µM]	-30%[inhibitor]	3%
14	Fc1ccc(COc2cccc(CNCc3ccncc3)c2)cc1	1%	i	0.0%	-2%	14%	5%	-46%[inhibitor]	-10%
15	COc1ccc2c(C)cc(N3CCOCC3)nc2c1	-5%	-19%	-1.2%	-1%	-6%[38.3 µM]	-3%[46.1 µM]	13%	?
16	CCOC(=O)C(CC)Sc1cc(C)nc2ccc(OC)cc12 (stereo not given)	12%	-2%	-0.2%	-1%	4%	-39%	23%	-2%
17	O=C(CC1Sc2ncnn2C1=O)Nc1ccc(Br)cc1 (stereo not given)	-8%	i	-0.8%	1%	23%[38.3 µM]	-19%[46.1 µM]	1%	2.2µM*
18	Cn1c(=O)cc(SCC(=O)N2CCN(C(=O)c3ccco3)CC2)c2ccccc21	-3%	-8%	-0.9%	-1%	11%[38.3 µM]	-25%[46.1 µM]	?	?

Following part:
no.	mol	GoLoco inh red	RECQ1 helicase	Epigenetic derep	KinaseGlo FLuc	IMPase Li inh	NPSR antag	SMN2 splice up	KDM4E inh
21	CN1CCN(CCCNN)CC1	4%[14.2 µM]	·	·	-4%[7.66 µM]	8%	·	-1%[9.22 µM]	·
22	COc1cc(C(=O)N/N=C/c2sc(N3CCOCC3)nc2-c2ccccc2)cc(OC)c1OC	10%	i	2.0%	5%	5%	-6%	5%	?
23	COc1ccccc1/C=C/[C@@H]1C[C@H]2CN(Cc3cccc(Cl)c3)C(=O)[C@]23CCCN13	24%	3%	4.8%	-3%	22%	-30%	-18%	-22%
24	CN[C@@H]1[C@H](O[C@@H]2O[C@H](CO)[C@@H](N)[C@H](O)[C@@H]2O)O[C@H]2C[C@@H](N)[C@@H](O[C@H]3[C@@H](O)[C@H](O)[C@H](N)C[C@@H]3N)O[C@H]2[C@H]1O	5%[21.6 µM]	i	1.1%[16.9 µM]	0%[17.1 µM]	2%	·	-8%[20.6 µM]	-1%[25.5 µM]
25	CCCCN(CC)CCCNC(=O)CC1Nc2ccccc2NC1=O (stereo not given)	-13%	i	-1.7%	-1%	-3%[38.3 µM]	-4%[46.1 µM]	9%	?
26	O=C(Nc1ccccc1)N1CCCN(c2ccc(C(F)(F)F)cn2)CC1	-4%	3%	6.4%	·	·	-3%	·	1%
27	COc1ccc(-c2noc(C(C)n3nc(C)c([N+](=O)[O-])c3C)n2)cc1OC (stereo not given)	0%	1%	1.9%	-3%	0%[38.3 µM]	-24%[46.1 µM]	-12%	2%
28	Cc1ccc(NC(=O)C2CC(=O)N/C(=N/NC(=O)c3ccc(C)cc3)S2)cc1 (stereo not given)	-9%	-9%	0.0%	-2%	-7%	17%	10%	-7%
29	COc1cccc(N2C(=O)C3CCCN3C2c2cccs2)c1 (stereo not given)	20%	-1%	1.6%	·	-8%	-15%	·	-27%
30	Cc1ccc(C)c(NC(=S)N2CCN(CCO)CC2)c1	2%	-9%	0.0%	1%	-7%	11%	-2%	9%
31	Cc1cc(C)cc(NC(=S)N2CCN(c3ccc(F)cc3)CC2)c1	1%	i	-0.9%	5%	10%	1%	-4%	10%
32	COc1ccccc1OCC(=O)NCc1ccco1	6%	-4%	-0.8%	-2%	-8%[38.3 µM]	-4%[46.1 µM]	-14%	0%
33	CCNC(=O)NC(=O)CN(C)c1ccccc1	-4%	3%	2.5%	1%	-3%	16%	-2%	2%
34	C#CCn1c(=NC(=O)c2cc(-c3cccs3)nc3ccccc23)sc2cc(S(N)(=O)=O)ccc21	9%	-2%	13%	-4%	-5%	-31%	-14%	?
35	S=C(c1cccs1)N1CCCC1	2%	3%	0.9%	-2%	6%[38.3 µM]	-1%[46.1 µM]	9%	-1%
36	CC(C)CC(=O)N1CCC(O)(CS(=O)(=O)Cc2ccccc2Cl)CC1	-4%	-14%	-15%	-2%	-27%	2%[46.1 µM]	2%	6%
37	O=C1CC(c2ccc(F)cc2)Cc2nc(N3CCc4ccccc43)ncc21 (stereo not given)	-1%	2%	3.6%	0%	?	?	-12%	?
38	O=C(c1cc(-c2ccccc2)on1)N1CCc2ccccc2C1	13%	i	-1.1%	-4%	8%	-3%	·	11%
39	Cc1ccccc1-c1cncnc1Nc1ccc(F)cc1	0%	i	0.2%	-3%	3%	·	-6%	3%
40	O=C(CCS(=O)(=O)c1ccc(Br)cc1)Nc1cc(F)ccc1F	-1%	-18%	0.0%	0%	-2%	-10%	·	-5%

The listing continues.
no.	mol	GoLoco inh red	RECQ1 helicase	Epigenetic derep	KinaseGlo FLuc	IMPase Li inh	NPSR antag	SMN2 splice up	KDM4E inh
41	Nc1nonc1-n1nnc(C(=O)N/N=C/c2ccc(Br)cc2)c1CSC1=NCCS1	·	-1%	1.8%	·	·	?	·	-10%
42	CCc1nnc(NC(=O)CSc2nnc(CNc3cccc(Cl)c3)n2CC)s1	5%	-4%	-1.0%	4%	-6%[38.3 µM]	-4%[46.1 µM]	?	2%
43	COc1ccc(C(=O)NN2CC(O)=C(c3nc4ccccc4n3C)C2=N)cc1OC	0%	-3%	-1.1%	-1%	-2%	5%	1%	2%
44	COc1ccc(C(=O)C2CCCN(C(=O)c3cccnc3OC)C2)c(C)c1 (stereo not given)	-9%	-3%	-3.3%	·	·	8%	·	13%
45	COc1ccccc1N(C(=O)CCl)c1cn(C(C)=O)c2ccccc12	5%	-4%	2.5%	·	·	?	·	4%
46	O=C1c2ccccc2C(=O)N1OCCOCCOCCBr	3%	-12%	1.4%	1%	-5%[38.3 µM]	0%[46.1 µM]	-15%	0%
47	COc1ccc(OCCOC(=O)c2ccc(-n3cnnn3)cc2)cc1	-1%	-6%	1.7%	-2%	36%[activator][38.3 µM]	-17%[46.1 µM]	-5%	4%

Screening data: PubChem BioAssay, National Center for Advancing Translational Sciences (NCATS)
